# Source: PubChem BioAssay
# 15-hLO-2 inh: 15-hLO-2 (ALOX15B) enzyme inhibition; O15296; purified 15hLO-2, xylenol orange hydroperoxide absorbance; Potency, µM (top dose mostly 57.1 µM), inactives show at the top dose activity change, negative = inhibition, most hits filed as inhibitors; 110,000 tested, 0.56% active; AID 881; also: potency is read from the fitted curve at half-maximal effect; nearly all actives have a fitted effect of over 60% in size; many of its hits are not listed in these tables
# Target sequence (O15296 whole entry, looked up): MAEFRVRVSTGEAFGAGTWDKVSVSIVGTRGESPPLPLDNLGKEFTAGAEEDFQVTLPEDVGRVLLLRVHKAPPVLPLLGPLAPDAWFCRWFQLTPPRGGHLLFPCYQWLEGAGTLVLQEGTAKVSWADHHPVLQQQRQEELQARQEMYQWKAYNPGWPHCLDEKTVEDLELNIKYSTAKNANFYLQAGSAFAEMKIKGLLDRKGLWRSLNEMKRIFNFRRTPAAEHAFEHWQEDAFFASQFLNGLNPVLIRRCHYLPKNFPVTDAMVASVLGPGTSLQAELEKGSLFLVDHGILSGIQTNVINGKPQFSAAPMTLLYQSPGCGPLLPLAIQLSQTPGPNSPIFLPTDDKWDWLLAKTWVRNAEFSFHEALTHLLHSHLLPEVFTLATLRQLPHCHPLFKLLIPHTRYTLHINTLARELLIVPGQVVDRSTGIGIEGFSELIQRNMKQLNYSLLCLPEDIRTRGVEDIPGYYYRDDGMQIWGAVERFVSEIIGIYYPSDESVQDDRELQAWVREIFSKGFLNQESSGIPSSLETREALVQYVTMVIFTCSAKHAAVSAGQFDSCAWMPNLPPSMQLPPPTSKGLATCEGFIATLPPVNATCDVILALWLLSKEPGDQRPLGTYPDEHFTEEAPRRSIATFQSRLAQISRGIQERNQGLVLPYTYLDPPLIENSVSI
#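 Purified human 15hLO-2 (50 nM) preincubated 15 min with compound, then 45 uM arachidonic acid for 90 min at RT in 25 mM Hepes pH 7.5, 0.01% Triton X-100. Hydroperoxide detected by Fe-xylenol orange; 573/405 nm absorbance ratio.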
# IMPase inh: cell-permeable inhibitors of inositol monophosphatase (IMPase) | AID 901 | CHO-M1 cells, IP1 accumulation, HTRF TR-FRET ratio | 120,000 tested, under 10 active | inhibition (IP1 accumulation), % at 46.1 µM; active = well fitted curve in the direction sought with a large enough effect in the signal ratio, not every such curve was filed as active; inconclusive = small, poorly fitted or top-dose-only effect, or a change in a side signal; inactive = no such curve, though single readings can be large or run the other way; the % refers to the signal ratio;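 also: cells stimulated with carbachol in lithium chloride buffer; plate controls were DMSO basal wells for no effect and reference inhibitor wells for full effect; higher means more IMPase inhibition seen as more IP1 and lower FRET ratio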
# Target sequence (P97697 whole entry, looked up): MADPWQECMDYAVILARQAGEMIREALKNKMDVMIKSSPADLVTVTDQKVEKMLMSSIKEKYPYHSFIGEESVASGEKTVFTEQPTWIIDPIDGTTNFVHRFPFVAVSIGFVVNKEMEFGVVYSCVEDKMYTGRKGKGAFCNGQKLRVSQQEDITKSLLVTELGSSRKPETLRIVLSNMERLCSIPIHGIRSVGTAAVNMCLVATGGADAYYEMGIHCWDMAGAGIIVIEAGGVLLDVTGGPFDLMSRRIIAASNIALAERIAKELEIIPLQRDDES
#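 In this qHTS, compounds (final up to 46 uM) act on CHO-M1 cells that are then activated through the M1 receptor with carbachol, in pH 7.4 buffer containing 50 mM LiCl, for 30 min. IP1 accumulation is quantified by the IP-One immunoassay.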
# 12-hLO inh: inhibitors of human 12-lipoxygenase (ALOX12) | purified 12-hLO, xylenol orange hydroperoxide absorbance | 150,000 tested, 0.12% active | Potency, µM (doses to about 57.1 µM), inactives show at the top dose activity change, negative = inhibition, most hits filed as inhibitors | P18054; also: potency is read from the fitted curve at half-maximal effect; nearly all actives have a fitted effect of over 55% in size; many of its hits are not listed in these tables
#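 Purified human 12hLO (150 nM), preincubated 15 min with compound, then 40 uM arachidonic acid for 30 min, room temperature, Hepes pH 7.0 with 0.01% Triton X-100. Hydroperoxide detected by ferrous iron/xylenol orange; 573/405 nm absorbance ratio gives reaction progress.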
# PNC assembly inh: blocks assembly of the perinucleolar compartment. PC3M PTB-GFP, PNC prevalence imaging, 16 h; hits give low values. activity change (PNC), negative = inhibition, % at 10 µM. 140,000 tested, 3.1% active;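 active = readout at or below -70, meaning at least 70% loss of cells showing the perinucleolar compartment, a nuclear body marking cancer cells; inconclusive = readout between -30 and a set limit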;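 also: plate controls were DMSO wells for no effect and camptothecin positive control wells for full effect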
#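 PC3M cells stably expressing PTB-GFP, 750–1000 cells/well, treated 16 h at 37 °C with compound (23 nl of library stock), in duplicate. After paraformaldehyde fixation and Hoechst stain, imaged at 20x; PNC prevalence scored by image analysis.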
# Starred values were filed as active, the others as inactive; ? = inconclusive; nt = no result given; [ ] = dose if it differs, or a comment. Unless noted, calls follow the shape of the dose curve; as a rule, active = well fitted curve in the direction sought with a large enough effect; inconclusive = small, poorly fitted or top-dose-only effect, or another doubt; inactive = no such curve, though single readings can be large; an effect the other way counts as inactive or inconclusive. Unless noted, % is scaled to controls: 0 for no effect and ±100 for the full control effect. An excerpt. The share of hits here may be higher or lower than overall.
# Each structure is followed by: 15-hLO-2 inh	12-hLO inh	PNC assembly inh	IMPase inh
- COc1ccc2cc(CN(CCCN3CCOCC3)Cc3nnnn3C3CCCC3)c(=O)[nH]c2c1
→ 20%	-4%	-11	6
- CCN(CC)C(=O)C1CCN(S(=O)(=O)c2ccc(C3CNC(=O)C3)cc2)CC1 (stereo not drawn)
→ -4%	3%	?	-1
- Cc1ccc(CNC(=O)c2coc(=O)c3ccccc23)o1
→ 2%	-2%	?	4
- COc1ccc(CN2C(=O)c3ccccc3C(/C=N\OCc3ccc(C)cc3)C2=O)cc1 (stereo not drawn)
→ nt	0%	39	6
- COc1cc(/C=N/n2cnnc2)ccc1OC(=O)c1cccnc1
→ 1%	4%	27	12
- O=c1[nH]c2ccccc2c2nc3ccccn3c12
→ -2%	-1%	5	-1
- CCOC(=O)CNC(=O)CSc1nc2nc(C)c(Br)cc2[nH]1
→ -5%	-3%	-21	-16
- COc1ccc(C(=O)c2c(C)c3cc(C)ccc3n2CC(O)CN2CCOCC2)cc1 (stereo not drawn)
→ nt	-5%	?	nt
- C[n+]1cnn2c1SCC1(COC1)C2
→ 13%	-9%	45	4
- O=C1CN(C(=O)CN2CCCC2)C(c2ccccc2)c2cc(Br)ccc2N1 (stereo not drawn)
→ 11%[2.29 µM]	3%	-12	7
- COC(=O)CSc1c(-c2ccccc2)c2cc(Cl)ccc2[nH]c1=O
→ -9%	-3%	-6	3
- COCCCNc1nc2c(c(=O)[nH]c(=O)n2C)n1CCCc1ccccc1
→ -4%	-6%	10	5
- Cc1ccccc1OCc1nnc(SCC(=O)Nc2ccc3nc(SCC(=O)Nc4ccccc4)sc3c2)n1C
→ nt	1%	?	nt
- COc1ccc2oc3cc(C)[n+]([O-])c(-c4ccc(C)cc4)c3c2c1
→ nt	1%	77	nt
- O=C(CSC1c2ccccc2C(=O)N1c1ccccc1)N1CCOCC1 (stereo not drawn)
→ nt	-4%	112	3
- CCC(C)NC(=O)CS(=O)Cc1nc(-c2ccccc2C)oc1C (stereo not drawn)
→ 4%	0%	9	7
- CC(C)[C@H](NC(=O)NCc1cccs1)C(=O)O
→ -3%	-2%	28	6
- O=C(COc1ccccc1O)c1cccs1
→ -3%	-6%	-13	4
- CCCCN(C)C(=O)CCC(=O)Nc1ccc2nc(N3CCOCC3)cc(C)c2c1
→ -1%	-6%	2	5
- CCOC(=O)CSc1nc(C)nc2c1sc1nc(C)c(C(C)=O)c(-c3ccc(OC)cc3)c12
→ nt	3%	-10	nt
- O=C(NC1CCCCCCC1)C1=COCCO1
→ -1%	10%	20	2
- CNC(=O)/C(=C\c1ccc([N+](=O)[O-])cc1)NC(C)=O
→ -10%	1%	-28	-4
- CCOC(=O)/C=C1\CC(C(=O)OCC)Oc2ccccc21 (stereo not drawn)
→ -4%[0.0915 µM]	-2%[0.00818 µM]	nt	nt
- Cc1ccc2c(c1)N(CCC(=O)NCCN1CCOCC1)C(=O)CO2
→ 3%	-2%	9	6
- CNc1nc(-c2ccccc2OC)nc2ccccc12
→ 8%	1%	nt	nt
- NNC(=O)C1CC1c1ccccc1 (stereo not drawn)
→ nt	-2%	-17	?
- C=CCn1c(SCC(=O)c2ccc(OC)cc2)nnc1-c1cc2cccc(OC)c2o1
→ -3%	-8%	-123*	6
- CCCc1cc(=O)[nH]c(SCC(N)=O)n1
→ 1%	-1%	?	-8
- CCc1ccc(NC(=O)C2C3C=CC(C4CC34)C2C(=O)O)cc1 (stereo not drawn)
→ nt	0%	-11	13
- C[N+](C)(C)c1nc(N)nc2c1ncn2[C@H]1O[C@@H](CO)[C@@H](O)[C@H]1O
→ -8%[11.4 µM]	5%[11.4 µM]	nt	nt
- Cc1c(C(=O)NCCSCc2ccco2)cccc1[N+](=O)[O-]
→ nt	1%	-20	nt
- COc1cc(C(=O)NCCN2CCOCC2)cc(OC)c1OC
→ 1%	2%	-17	2
- Cc1cccc2cc(C#N)c(NCCNC(=O)NC3CCCCC3)nc12
→ 1%[2.29 µM]	0%	?	?
- Nc1c(C(=O)Nn2cnnc2)cc([N+](=O)[O-])cc1[N+](=O)[O-]
→ nt	-2%	88	-4
- COc1ccc(-n2nnnc2SCC(=O)Nc2nnc(C)s2)cc1
→ -13%	-1%	?	-9
- CN(C)S(=O)(=O)N(CC(=O)N1CCOCC1)c1ccccc1
→ 3%	4%	10	5
- CCN(CC)S(=O)(=O)c1cccc(C(=O)OCC(=O)N2CC(=O)Nc3ccccc32)c1
→ 5%	-3%	52	5
- COc1ccc(NS(=O)(=O)c2cc(NC(=O)c3ccco3)ccc2N2CCCC2)cc1
→ nt	-1%	-18	-2
- Cc1cccc(CN2CCC(CNC(=O)CCNC(=O)Cn3ccc4ccccc4c3=O)CC2)c1
→ 11%	1%	?	-1
- COc1cccc(C2=CC(c3ccc(OC)c(OC)c3OC)n3nnnc3N2)c1 (stereo not drawn)
→ -6%	0%	-6	18
- Cc1ccc2nc(Cl)c(C3CC(c4cccs4)=NN3C(=O)CCCC(=O)O)cc2c1 (stereo not drawn)
→ nt	-4%	-26	nt
- CC(=O)c1ccc(N/N=C(/C(N)=O)C2=NC(C)(C)Cc3ccccc32)cc1
→ nt	-2%	?	nt
- COc1cccc(NC(=O)CSCc2n[nH]c(=O)[nH]2)c1
→ 2%	3%	?	3
- Cc1c(C(=O)OC(C)C(C)C[N+](C)(C)C)oc2ccccc12 (stereo not drawn)
→ 5%	-11%	-6	14
- CCOc1cc(C(=O)OCC(=O)Nc2c(C)cccc2C)ccc1OCC(=O)N1CCOCC1
→ nt	4%	53	nt
- O=C(O)CSc1nc2ccccc2c(=O)[nH]1
→ -2%	-6%	-29	-4
- CCCc1cc(-c2nc(N)ncc2-c2ccc3c(c2)OCCCO3)c(O)cc1OC
→ 17%	-7%	57	-5
- Cc1ccccc1Cn1cc(NC(=O)c2cc3nc(-c4ccco4)cc(C(F)(F)F)n3n2)cn1
→ 0%	-3%	14	-6
- N#Cc1ccc(C(=O)Nc2nnc(-c3ccccn3)o2)cc1
→ nt	-1%	32	3
- CC(=O)c1c(C)[nH]c(C(=O)Nc2nc(-c3ccc(Cl)cc3)cs2)c1C
→ nt	-3%	122	nt
- COc1ccc(NS(=O)(=O)c2cc(NC(=O)/C=C/c3ccccc3OC)ccc2N2CCCCC2)cc1
→ nt	1%	-11	nt
- O=C(CSc1nnc(-c2cccs2)o1)NCC1CN(Cc2ccccc2)CCO1 (stereo not drawn)
→ 2%	-2%	-30	?
- COC(=O)c1c(NC(=O)C(C)(C)C)sc2c1C(C(=O)OC)CC2 (stereo not drawn)
→ -2%	0%	-8	10
- COC(=O)c1cc(NS(=O)(=O)c2ccc(N3CCCCC3)c([N+](=O)[O-])c2)cc(C(=O)OC)c1
→ ?	-9%	1	2
- CCS(=O)(=O)N1CCN(Cc2ccncc2)CC1
→ -15%	-4%	-19	?
- COc1cc(OC)cc(-c2sc3ccccc3c(=O)c2I)c1
→ -15%[0.0915 µM]	-1%[0.00818 µM]	nt	nt
- COc1ccc(-c2cc(C(F)(F)F)n3nc(C(=O)N4CCCCC4)cc3n2)cc1OC
→ -4%	-4%	15	?
- Cc1ccc(S(=O)(=O)N2CCC(=O)N(C(COCc3ccc(Cl)cc3)C(C)C)CC2)cc1 (stereo not drawn)
→ nt	-11%	-119*	nt
- Cn1c2ccccc2c2nnc(SC3CCOC3=O)nc21 (stereo not drawn)
→ 0%	5%	9	-2
- Cc1ccsc1CNn1cnnc1SCc1ccccc1F
→ 7%[2.29 µM]	11%	-1	0

# Continuation:
# Each structure is followed by: 15-hLO-2 inh	12-hLO inh	PNC assembly inh	IMPase inh
- O=C(COc1ccccc1)N/N=C/c1ccc(O[C@@H]2O[C@H](CO)[C@@H](O)[C@H](O)[C@H]2O)cc1
→ nt	-3%	19	nt
- Cc1cccc(NC(=O)CSc2nnnn2C)n1
→ -1%	-4%	0	-7
- Cc1oc2ccc(O)c(CN3CCOCC3)c2c1C(=O)c1ccc(Cl)cc1
→ 35%[activator]	-20%	-21	2
- COc1ccc(OCCn2cncn2)cc1
→ -15%	4%	-1	4
- Cc1ccc2nc(-c3ccc(NC(=O)CN(c4ccccc4C)S(C)(=O)=O)cc3)sc2c1
→ 0%	0%	?	-1
- Nc1nnnn1/N=C\c1ccc(Cl)c([N+](=O)[O-])c1
→ -10%	2%	53	?
- Cc1nc(NC(=O)c2ccc(Br)o2)sc1C
→ 19%	-3%	14	-6
- CC(C)NC(=O)c1noc2cc([N+](=O)[O-])ccc12
→ -8%	1%	-5	-6
- CCCS(=O)(=O)N1CCC(C(=O)N2CCOCC2)CC1
→ 2%	-1%	-21	-11
- O=c1cc(NCC2CCCO2)[nH]c(=O)n1-c1ccc(Cl)cc1 (stereo not drawn)
→ nt	2%	19	-6
- NNC(=O)c1cn2ccccc2n1
→ nt	4%	?	6
- Cc1ccc(-c2nc3s/c(=C\c4ccco4)c(=O)n3n2)cc1
→ ?	-12%	-12	?
- O=C(Nc1ccccc1)N(Cc1ccc2c(c1)OCO2)Cc1nc2ccccc2c(=O)[nH]1
→ -4%	-4%	19	2
- COc1ccc(Br)cc1C(=O)Nc1cccc(NC(=O)c2ccco2)c1
→ 0%	-7%	27	9
- CC(=O)c1cccc(NC(=O)CN(c2ccc(F)cc2)S(C)(=O)=O)c1
→ 2%	6%	-19	4
- Cc1ccc2c(c1)CCCN2C(=O)c1cc2ccccc2oc1=O
→ -4%	2%	-28	6
- Cc1ccc(Nc2nc(N)nc(CSC(=S)N3CCOCC3)n2)c(C)c1
→ nt	-3%	10	nt
- CCOc1ccc(/C(C)=N/N2C(=O)C(CC(=O)Nc3ccc(OC)cc3[N+](=O)[O-])SC2=Nc2cccc(C)c2C)cc1 (stereo not drawn)
→ nt	-2%	1	nt
- Cn1nc([N+](=O)[O-])nc1Sc1ccc(C(C)(C)C)cc1
→ -5%	-7%	?	8
- COc1cccc(=O)c2c(C)n(-c3cc(C)cc(C)c3)c(C)c12
→ -20%	-23%	66	6
- CC(C)CCn1c(O)c(N=NC(=O)Cn2ccc(C(F)(F)F)n2)c2ccccc21
→ nt	1%	13	nt
- CCCn1c(N2CCN(CC(=O)NCc3cccs3)CC2)nc2ccccc21
→ 11%	-7%	-87*	9
- CCSC[C@@H](N)C(=O)O
→ 2%[11.4 µM]	-3%[11.4 µM]	nt	nt
- CN1CC2(C)OC(=O)C(Cl)=C2CC1c1ccccc1 (stereo not drawn)
→ nt	1%	38	nt
- O/N=C1\CCCCc2ccccc21
→ -8%	-2%	-14	-2
- CCSc1nc2c(c(=O)[nH]1)C(c1ccccn1)C1=C(CC(C)(C)CC1=O)N2 (stereo not drawn)
→ 2%	5%	-11	0
- OC(COc1ccc2cc(Br)ccc2c1)CN1CCOCC1 (stereo not drawn)
→ nt	0%	17	nt
- COc1ccc(-c2nnnn2CCc2ccccc2)cc1
→ 6%[11.4 µM]	3%	?	-3[1.84 µM]
- CCn1c(=O)n(CC)c2cc(S(=O)(=O)Nc3cc(C)cc(C)c3C#N)ccc21
→ -2%	6%	9	-3
- CCC(=O)N1CCc2cc(S(=O)(=O)N(CC)c3cccc(C)c3)ccc21
→ -10%	-3%	19	5
- CCNc1nc(NCC)nc(N(n2cnnc2)S(=O)(=O)c2ccc(C)cc2)n1
→ nt	-6%	134	nt
- Cc1nonc1NC(=O)OCCN1CCOC1=O
→ 0%	-2%	40	0
- CC1CCCCN1CCNC(=O)Cn1nc(-c2ccccc2)ccc1=O (stereo not drawn)
→ 2%	-2%	28	11
- CC1=C(C(=O)OCCNC(=O)c2ccccc2O)C(c2ccccc2[N+](=O)[O-])C(C(=O)OCC2CCCO2)=C(C)N1 (stereo not drawn)
→ nt	-6%	?	nt
- O=C(NC(=S)NNC(=O)c1cccs1)c1ccc(Br)o1
→ 14%	-5%	-10	4
